Screening data as filed in PubChem BioAssay.
ARFGAP1 inhibitor = rat ARFGAP1 inhibition; inhibition, % at 16.5 µM; AID 651572; Q62848; 360,000 tested, 0.26% active; Arfgap1-stimulated ARF1 GTP hydrolysis, GDP FP detection;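 active = inhibition above a per-plate limit, mean inhibition of low control wells plus 3 SD, cut at about 25% in these data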;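 also: 0% = DMSO wells with enzyme and 100% = wells lacking Arfgap1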
Target sequence (Q62848 1-136 limits assumed): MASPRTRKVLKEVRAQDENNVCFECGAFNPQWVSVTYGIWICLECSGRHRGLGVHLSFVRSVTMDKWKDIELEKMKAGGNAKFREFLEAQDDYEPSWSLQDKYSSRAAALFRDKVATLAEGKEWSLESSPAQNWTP
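Material – truncated rat Arfgap1 GAP domain · Buffer or medium – HEPES-based buffer, pH 7.5 · Reagent – human ARF1(Δ1-17)-GTP substrate · Dosing – 16.5 µM single point, 1.26% DMSO · Schedule – GTP hydrolysis reaction 2 h at 25 °C · Technique – GDP detection by fluorescence polarization · Benchmarks – No-Arfgap1 wells (100%) versus DMSO full-reaction wells (0%) · Repeats – single replicate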
proKLK7 act = proKLK7 (human) activation, primary screen. P49862. activation, % at 7 µM. purified proKLK7, EDANS-DABCYL substrate fluorescence; 100% is mature enzyme control, 0% vehicle. 370,000 tested, 0.9% active. AID 652039;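 active = activation above the mean of all tested compounds plus 3 SD, computed per campaign excluding outliers beyond control limits, cut at about 13% in these data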
PLCb3 inh = blocks human PLC-beta3 enzyme activity; Q01970; Purified PLC-beta3, fluorogenic substrate, fluorescence; inhibition, % at 12.2 µM; 370,000 tested, 0.18% active; AID 720704; in the data active = inhibition above about 11%;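 also: 0% = median of compound wells on plate and 100% = full blocker control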
Tn6 DDE FP = inhibitors of Tn6 peptide binding to human fibrin DD(E). Fibrin DD(E) TRITC-Tn6 fluorescence polarization displacement. P02675. 370,000 tested, 0.21% active. inhibition, % at 8.3 µM;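 active = inhibition above a per-campaign cutoff: mean of compounds within control limits plus 3 SD, cut at about 15% in these data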;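 also: 0% = median of all compound wells on the plate and 100% = blocking peptide control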
Target sequence (P02675 whole entry, looked up): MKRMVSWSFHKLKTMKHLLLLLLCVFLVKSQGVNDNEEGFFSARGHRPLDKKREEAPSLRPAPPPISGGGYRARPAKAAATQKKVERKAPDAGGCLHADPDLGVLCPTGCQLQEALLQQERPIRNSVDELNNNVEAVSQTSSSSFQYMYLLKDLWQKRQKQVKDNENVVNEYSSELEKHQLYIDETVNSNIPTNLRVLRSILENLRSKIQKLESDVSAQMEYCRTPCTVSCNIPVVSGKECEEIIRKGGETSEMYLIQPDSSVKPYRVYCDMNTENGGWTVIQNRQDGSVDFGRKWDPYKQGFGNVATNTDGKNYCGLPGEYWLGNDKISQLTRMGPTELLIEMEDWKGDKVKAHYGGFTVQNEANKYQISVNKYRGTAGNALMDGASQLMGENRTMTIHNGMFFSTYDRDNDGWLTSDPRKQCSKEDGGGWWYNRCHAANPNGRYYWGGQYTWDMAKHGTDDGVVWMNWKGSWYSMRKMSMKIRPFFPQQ
PLCg1 inh = PLC-gamma1 (human) inhibition, primary screen | 370,000 tested, 0.84% active | purified PLC-gamma1, fluorogenic substrate, fluorescence | inhibition, % at 12.2 µM | P19174; in the data active = inhibition above about 9.5%
NR1D1 modulator = modulates human Rev-erb alpha binding to DNA; P20393; Rev-erbα–FITC-DNA binding, fluorescence polarization, 90 min; activity, % at 10 µM; 370,000 tested, 0.79% active; AID 1259318;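 active = activity above about 14%, limit read from the data; passing the limit was not always enough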;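 also: 0% = DMSO wells with 35 nM protein and 100% = DMSO wells with 750 nM protein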
Tn7 DDE FP = inhibitors of Tn7 peptide binding to human fibrin DD(E); P02675; FP displacement of FITC-Tn7 peptide from fibrin DD(E); 0% = median of compound wells per plate; inhibition, % at 8.3 µM; 370,000 tested, 0.13% active;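 active = inhibition above the mean of compounds falling within the control limits plus 3 SD of them, cut at about 14% in these data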;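 also: 0% = plate median of compound wells and 100% = 10 µM Aha-Tn7 peptide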
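Assay system: human fibrin DD(E). Input: DD(E) 2 µM final. Medium: Tris buffer with calcium and detergent, pH 7.8. Compound dosing: single point at 8.3 µM. Timing: 10 min plus 3 h, room temperature. Technique: fluorescence polarization of the labelled Tn7 tracer. Read-out: percent inhibition. Replicates: singlicate testing.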
HGIII-sPLA2 inh = Inhibits HGIII-sPLA2 liposome hydrolysis, primary screen | Q9NZ20 | QFRET BODIPY PC-A2 liposome hydrolysis, fluorescence | inhibition, % at 12.2 µM | 370,000 tested, 0.56% active;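 active = inhibition above mean plus 3 SD of compounds lying within the high and low control bounds, cut at about 19% in these data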;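 also: 0% = median of test compound wells and 100% = no enzyme DMSO wells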
ASAP1 GAP inh = inhibitors of human ASAP1 ArfGAP activity; ASAP1-stimulated ARF1 GTP hydrolysis, GDP FP detection; inhibition, % at 16.5 µM; Q9ULH1; 360,000 tested, 0.19% active; in the data active = inhibition above about 25%;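 also: 0% = vehicle with enzyme and substrate and 100% = no enzyme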
Target sequence (Q9ULH1 325-724 limits assumed): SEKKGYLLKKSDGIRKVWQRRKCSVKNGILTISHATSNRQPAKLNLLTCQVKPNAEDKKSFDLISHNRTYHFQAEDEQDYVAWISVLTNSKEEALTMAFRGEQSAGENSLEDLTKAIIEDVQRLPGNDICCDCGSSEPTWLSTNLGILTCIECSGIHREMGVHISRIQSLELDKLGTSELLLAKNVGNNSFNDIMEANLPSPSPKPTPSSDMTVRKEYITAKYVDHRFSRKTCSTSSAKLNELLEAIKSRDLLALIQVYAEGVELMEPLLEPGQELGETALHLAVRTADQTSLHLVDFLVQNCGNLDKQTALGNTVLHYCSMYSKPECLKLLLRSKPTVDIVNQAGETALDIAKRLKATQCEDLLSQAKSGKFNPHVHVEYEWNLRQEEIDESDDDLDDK
UHRF1 MBD2 ctr = human UHRF1 methylated DNA binding inhibitors | Q96T88 | UHRF1 binding to methylated oligo, TR-FRET | inhibition, % at 4.4 µM | 370,000 tested, 0.75% active; in the data active = inhibition above about 21%;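 also: UHRF1 SRA domain binding a hemimethylated CpG hairpin DNA probe; 0% = median of test compound wells and 100% = reference inhibitor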
Active calls of the source: *; · = not tested or not shown.

SMILES	ARFGAP1 inhibitor	proKLK7 act	PLCb3 inh	Tn6 DDE FP	PLCg1 inh	NR1D1 modulator	Tn7 DDE FP	HGIII-sPLA2 inh	ASAP1 GAP inh	UHRF1 MBD2 ctr
CNC(=O)/C(C#N)=C/c1ccc(-c2ccc(Cl)cc2)o1	0	0.5	-18	-3	-16	-3	5	5	13	-2
CCOC(=O)C1=CCN(S(=O)(=O)c2ccccc2C)C1c1ccc(C)cc1 (configuration not stated)	0	0.9	5	4	2	-3	1	-1	1	-2
CCOC(=O)C(C)n1nc(-c2ccccc2)c2ccccc2c1=O (configuration not stated)	2	0.1	3	-3	0	-1	1	-1	-6	0
CCOC(=O)c1sc(N=NC2=C(O)CCCC2=O)c(C(=O)OCC)c1C	-7	0.3	-10	-3	-2	-2	-6	5	-9	-1
CC(C(=O)Nc1ccc2c(c1)OCCO2)N1Cc2ccccc2C1=O (configuration not stated)	5	0.2	0	2	-1	-1	6	2	-17	-2
COc1ccc(-n2c(SCC(=O)O)nnc2-c2ccc(NC(=O)c3ccccc3)cc2)cc1	3	0.3	-4	-4	2	-2	2	-4	-2	2
CN1OC[C@@H]2CN(C(=O)c3ccc(-c4ccccc4)cc3)[C@H](c3ccc(-c4cccc(F)c4)cc3)C[C@@H]21	6	-0.7	2	15	1	2	2	-2	-14	-1
CCc1nnc2sc(-c3cc(-c4ccccc4)nc4ccccc34)nn12	3	0.2	-5	-1	-3	13	3	5	7	2
OC(CNCCc1ccc(C(F)(F)F)cc1)COc1ccc2ccccc2c1 (configuration not stated)	2	-0.2	2	-9	3	-7	-5	-18	-1	-1
COc1ccccc1N1C(=O)CC(N2CCN(c3ccc(Cl)cc3)CC2)C1=O (configuration not stated)	2	0.6	-6	-1	0	3	-3	-3	-4	-1
O=C(CCN1CCCC1=O)NC1CCCc2c1cnn2-c1ccccc1F (configuration not stated)	-4	0.0	-3	3	3	-1	8	4	-14	-1
O=C1Nc2ccccc2OC1CC(=O)N1CCCC1 (configuration not stated)	-16	0.5	1	9	0	-4	6	0	6	-1
O=C(CSc1ncn[nH]1)Nc1ccc(Cl)c(Cl)c1	-4	0.6	-2	3	1	-1	-2	-43	-2	-4
COCCN(C(=O)COC(=O)/C=C/c1nc2ccccc2s1)c1c(N)n(Cc2ccccc2)c(=O)[nH]c1=O	17	1.2	-14	2	-9	2	-10	2	12	1
CCCN(CC(=O)Nc1ccccc1OC)C(=O)c1cccc(S(=O)(=O)Nc2ccc(OC)cc2)c1	2	0.3	-6	-7	1	-4	-4	-16	0	0
CC(=O)O/N=C/c1c(N2CCOCC2)n(C)c2ccccc12	-5	1.4	-6	4	-3	-2	-7	1	2	-8
Cc1sc2nc(COC(=O)CNC(=O)c3ccc(F)cc3Cl)[nH]c(=O)c2c1C	·	0.2	3	0	3	-7	-4	0	·	0
CN1CCC(N(C)S(=O)(=O)c2ccc(F)cc2F)CC1	1	-0.6	2	4	5	-5	-10	3	0	0
O=C1C2C3CCC(O3)C2C(=O)N1c1cc(OCC(F)F)cc([N+](=O)[O-])c1 (configuration not stated)	17	0.5	-3	-2	3	-4	0	-8	-9	-2
C/C=C/C=C\C(=O)Nc1cccc(C2=NOC3(C2)C[C@@H](C(N)=O)N(C(=O)c2cc([N+](=O)[O-])cc([N+](=O)[O-])c2)C3)c1 (some centres not stated)	-10	-0.7	-3	5	-2	2	6	-3	2	0
Cc1ccc(OCCNC(=O)C(=O)NCc2ccco2)cc1	2	0.2	1	-5	2	1	-1	1	10	6
O=C(N/C(=C\c1ccc([N+](=O)[O-])cc1)C(=O)N1CCOCC1)c1ccco1	-2	-0.3	-14	3	0	4	6	0	3	-2
CSc1ccccc1NC(=O)Cn1c(-c2cscn2)nc2ccccc21	11	-1.0	8	2	9.8*	-5	1	4	5	3
CC(C)c1csc2nc3n(c(=O)c12)CCCCC3	6	0.4	-9	-2	0	8	1	7	-1	-1
CC(C)C(=O)N1CCN(c2nc(-c3ccccc3)c3c(c2C#N)CCCC3)CC1	-17	-0.9	-95	3	-72	0	1	2	3	5

Nothing new here: entries from further up.
SMILES	ARFGAP1 inhibitor	proKLK7 act	PLCb3 inh	Tn6 DDE FP	PLCg1 inh	NR1D1 modulator	Tn7 DDE FP	HGIII-sPLA2 inh	ASAP1 GAP inh	UHRF1 MBD2 ctr
CNC(=O)/C(C#N)=C/c1ccc(-c2ccc(Cl)cc2)o1	0	0.5	-18	-3	-16	-3	5	5	13	-2
CCOC(=O)C1=CCN(S(=O)(=O)c2ccccc2C)C1c1ccc(C)cc1 (configuration not stated)	0	0.9	5	4	2	-3	1	-1	1	-2
CCOC(=O)C(C)n1nc(-c2ccccc2)c2ccccc2c1=O (configuration not stated)	2	0.1	3	-3	0	-1	1	-1	-6	0

Further results follow:
SMILES	ARFGAP1 inhibitor	proKLK7 act	PLCb3 inh	Tn6 DDE FP	PLCg1 inh	NR1D1 modulator	Tn7 DDE FP	HGIII-sPLA2 inh	ASAP1 GAP inh	UHRF1 MBD2 ctr
Cc1nc(-c2nc(-c3c(C(=O)NNC(=O)Nc4ccccc4)noc3C)cs2)cs1	7	-0.2	-11	3	0	0	2	-14	-9	7
COc1cc(CNc2nnnn2C)cc(OC)c1OC	-4	-0.6	-9	-1	-1	2	2	14	11	0
CN(C(=O)c1ccc(NC(=O)Cc2ccc(NC(=O)C3CCCN(C(=O)C4CCCCC4)C3)cc2)cc1)C1CCCC1 (configuration not stated)	13	1.1	3	0	3	-4	-7	-23	6	-1
CC(C)(C)C(=O)Nc1ccccc1-c1nc2ccccc2[nH]c1=O	0	-3.8	-10	4	-2	3	0	-2	-1	-1
Cc1cccc(-c2nnn3c2nc(NCCc2ccc(S(N)(=O)=O)cc2)c2ccccc23)c1	4	-1.4	-128	-1	-132	78*	-2	22*	-7	5
O=[N+]([O-])c1ccc2c(c1)C(O)n1nc(-c3ccc(Cl)cc3Cl)nc1S2 (configuration not stated)	-12	0.6	-1	1	0	4	5	7	-11	1
Cn1c(CNC(=O)c2ccco2)nnc1SCCOc1ccccc1	-4	-0.5	-4	6	-2	1	2	2	1	2
O=C(Cc1ccccc1)c1ccc(Cl)cc1	16	0.1	-9	-6	5	1	6	4	2	3
CCOC(=O)N1CCC(NC(=O)CN(C)S(=O)(=O)c2cc3c(cc2Cl)NC(=O)CO3)CC1	5	0.0	-2	-14	-3	1	0	2	7	3
COc1ccccc1OCCNc1nc2c(c(=O)n(C)c(=O)n2C)n1C	3	-0.4	4	2	8	0	-4	5	-11	-1
COc1ccc(CCn2cnn3c(=O)c4ccccc4nc3c2=O)cc1OC	3	0.1	2	1	5	3	-2	-2	11	0
N#Cc1ccc(C#Cc2ccc3oc4ccccc4c(=O)c3c2)cc1	8	-0.1	-10	-2	-6	16*	-3	10	-6	0
CC(C)C[C@@H](CN)NC(=O)c1nc[nH]c1C(=O)N[C@@H](Cc1c[nH]c2ccccc12)C(=O)CNC[C@H](C)NC(=O)c1nc[nH]c1C(=O)N[C@@H](CC(=O)O)C(=O)O	6	-0.2	-11	-1	-11	-2	-4	-22	-4	22*
Oc1c(Br)cc(/C=N/n2c(-c3ccccc3)n[nH]c2=S)cc1Br	-6	0.7	-9	5	1	-2	2	4	-5	0
Cc1ccccc1CS(=O)(=O)Cc1ccc(C(=O)Nc2ccc(F)cc2F)o1	·	0.4	-1	3	0	4	-5	9	·	6
O=C(c1ccccc1N1CCOCC1)N1CCCC(Nc2ccc(F)cc2)C1 (configuration not stated)	9	0.4	-9	2	4	-2	0	2	-5	-4
CC1=C(C)CC2C(=O)N(c3cccc4ccccc34)C(=O)C2C1 (configuration not stated)	0	0.0	1	4	-4	0	-3	-15	-1	-1
CCCOc1ccc(-c2nnn(CC(=O)N3CCCC(C)C3)n2)cc1 (configuration not stated)	1	-0.2	-7	-6	2	3	-6	-3	20	3
CN(C)c1ccnc(Oc2ccc(C(C)(C)C)cc2)c1C#N	-6	-0.9	-12	-2	-11	1	1	-9	5	0
S=c1[nH]nc(-c2cc(-c3ccccc3)n[nH]2)n1/N=C/c1cccs1	5	-0.4	-6	3	3	0	-4	5	0	1
CC(C)OC(=O)CSc1nc(N)c(C#N)c(-c2ccco2)c1C#N	11	-1.6	-110	-3	-97	2	0	7	8	7
Cc1ccc(CC(=O)NCC(O)c2ccccc2)cc1 (configuration not stated)	1	0.7	-8	-5	1	1	1	1	-6	-1
COc1cccc2c(N/N=C/c3ccccc3)cc(C)nc12	0	0.2	-61	-11	-46	-5	2	0	5	2
O=C1CCCN1c1cc(Cl)cc(Cl)c1	-4	-0.2	2	1	2	-7	0	6	-1	-1
O=C(NCc1ccco1)c1cc([N+](=O)[O-])cc([N+](=O)[O-])c1	2	0.2	3	0	0	-2	13	13	8	-1

Some of these compounds in order of their number in ARFGAP1 inhibitor, lowest first:
SMILES	ARFGAP1 inhibitor	proKLK7 act	PLCb3 inh	Tn6 DDE FP	PLCg1 inh	NR1D1 modulator	Tn7 DDE FP	HGIII-sPLA2 inh	ASAP1 GAP inh	UHRF1 MBD2 ctr
CN(C)c1ccnc(Oc2ccc(C(C)(C)C)cc2)c1C#N	-6	-0.9	-12	-2	-11	1	1	-9	5	0
COc1cc(CNc2nnnn2C)cc(OC)c1OC	-4	-0.6	-9	-1	-1	2	2	14	11	0
CC1=C(C)CC2C(=O)N(c3cccc4ccccc34)C(=O)C2C1 (configuration not stated)	0	0.0	1	4	-4	0	-3	-15	-1	-1

Further entries follow:
SMILES	ARFGAP1 inhibitor	proKLK7 act	PLCb3 inh	Tn6 DDE FP	PLCg1 inh	NR1D1 modulator	Tn7 DDE FP	HGIII-sPLA2 inh	ASAP1 GAP inh	UHRF1 MBD2 ctr
CCOc1ccccc1NC(=O)CCNS(=O)(=O)c1ccc(NC(C)=O)cc1	7	-0.3	1	2	8	4	-2	1	-7	1
Cc1ccc(Cn2nnc3c(=O)[nH]c(C4CCN(S(=O)(=O)c5ccc(F)cc5)CC4)nc32)cc1	5	0.1	0	-8	9.8*	-5	-2	-58	-4	2
CC(C)(C)C1CCC(C(=O)Nc2ccccc2N2CCOCC2)CC1 (configuration not stated)	-14	0.3	-1	0	1	-3	0	7	-11	4
Cc1cccc(C)c1NC(=O)CN(C)C(=O)CCC(=O)N1CCOCC1	-13	0.9	1	-2	5	-10	1	-2	-2	-1
COc1ccc(NC(=O)Nc2cccc(OC)c2)cc1	8	0.4	0	6	0	9	8	-6	-1	1
CC1CCC(NC(=O)CC2Oc3ccccc3NC2=O)CC1 (configuration not stated)	-9	-0.3	-1	1	-2	0	3	12	6	3
COc1cc(NC(=S)Nc2ccc(N(C)C(C)=O)cc2)cc(OC)c1	0	-0.3	-3	-4	-4	6	-4	3	-6	0
CCNC(=O)NC1c2ccccc2CSc2ccccc21 (configuration not stated)	-5	0.3	-4	7	0	0	-1	-7	-3	1
N/C(Cc1ccc(Cl)cc1Cl)=N\OC(=O)c1cccs1	-4	-0.2	-4	2	0	-5	1	0	-5	8
CC(=O)NCC(=O)N[C@@H](CC(=O)OCc1ccccc1)C(=O)OCc1ccccc1	3	-0.1	-9	-1	1	2	-1	4	1	1
